# High-throughput results deposited in PubChem BioAssay by Sanford-Burnham Center for Chemical Genomics.
# Rpn11 block = blocks the human proteasome subunit Rpn11 | O00487 | human 26S proteasome, Ub4-pepOG fluorescence polarization; 20S core pre-blocked with epoxomicin | calls only at 20 µM | 360,000 compounds, 0.59% hits;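 active means inhibition at 20 µM, scaled to each plate's controls, above about 33%, limit read from the data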
# NRP1-CendR mod = NRP-1/CendR interaction modulation; FAM-RPARPAR peptide binding to NRP-1, fluorescence polarization; inhibition, % at 25 µM; 360,000 compounds, 0.85% hits; AID 602438;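 active means inhibition or corrected inhibition above about 18%, plus a signal ratio from 0.5 to 1.5, limit read from the data, passing the limit was not always enough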; further: strong numbers were not always called active
# LMPTP block = blocks human LMPTP phosphatase; 360,000 compounds, 0.22% hits; recombinant LMPTP-A, OMFP fluorogenic substrate, fluorescence intensity; inhibition, % at 20 µM; P24666; AID 651560;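 active means compounds that cut the enzyme signal by at least half of the control window in the single-dose screen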;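 further: plate controls were DMSO wells with enzyme plus substrate for no effect and substrate without enzyme for full effect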
# Target sequence (P24666 whole entry, looked up): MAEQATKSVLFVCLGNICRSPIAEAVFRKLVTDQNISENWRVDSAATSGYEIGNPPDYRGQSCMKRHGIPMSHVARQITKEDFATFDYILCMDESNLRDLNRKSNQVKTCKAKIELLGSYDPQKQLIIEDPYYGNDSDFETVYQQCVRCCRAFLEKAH
#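 material = LMPTP-A | quantity = 0.625 nM enzyme | reagent = OMFP substrate, 400 µM final | buffer or medium = Bis-Tris pH 6.0, DTT, detergent | detection = endpoint fluorescence intensity from OMFP dephosphorylation | dosing = single 20 µM dose | read-out basis = % inhibition relative to no-enzyme and uninhibited control wells | control set = no-enzyme and uninhibited controls | timing = 50 min at room temperature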
# MT1-MMP act inh = MT1-MMP (human) activation inhibition; P50281; HT1080 RFP-PRO-GFP cells, GFP/RFP ratio fluorescence, overnight; percent of plate control window, DMSO zero; GFP/RFP ratio change, % at 20 µM; 360,000 compounds, 0.061% hits; AID 651647;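 active means GFP/RFP ratio change of at least 30% with cell ATP level not reduced by more than half and red fluorescence within 50% of control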; further: strong numbers were not always called active
#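 Assay system: HT1080 RFP-PRO-GFP cells. Benchmarks: DMSO vehicle wells and RFP-L50D-GFP reporter cell wells. Times: overnight cell settling, then overnight compound exposure, 37 °C, 5% CO2. Compound: 20 µM single dose, 1% DMSO. Read-out basis: GFP/RFP fluorescence ratio.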
# STEP inh = inhibitors of human striatal-enriched phosphatase STEP. P54829. inhibition, % at 20 µM. recombinant STEP, OMFP fluorogenic substrate, fluorescence. 360,000 compounds, 0.25% hits;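 active means inhibition at 20 µM, scaled per plate between control wells, above about 37%, limit read from the data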;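 further: 0% = DMSO with enzyme and substrate and 100% = substrate only without enzyme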
# Target sequence (P54829 whole entry, looked up): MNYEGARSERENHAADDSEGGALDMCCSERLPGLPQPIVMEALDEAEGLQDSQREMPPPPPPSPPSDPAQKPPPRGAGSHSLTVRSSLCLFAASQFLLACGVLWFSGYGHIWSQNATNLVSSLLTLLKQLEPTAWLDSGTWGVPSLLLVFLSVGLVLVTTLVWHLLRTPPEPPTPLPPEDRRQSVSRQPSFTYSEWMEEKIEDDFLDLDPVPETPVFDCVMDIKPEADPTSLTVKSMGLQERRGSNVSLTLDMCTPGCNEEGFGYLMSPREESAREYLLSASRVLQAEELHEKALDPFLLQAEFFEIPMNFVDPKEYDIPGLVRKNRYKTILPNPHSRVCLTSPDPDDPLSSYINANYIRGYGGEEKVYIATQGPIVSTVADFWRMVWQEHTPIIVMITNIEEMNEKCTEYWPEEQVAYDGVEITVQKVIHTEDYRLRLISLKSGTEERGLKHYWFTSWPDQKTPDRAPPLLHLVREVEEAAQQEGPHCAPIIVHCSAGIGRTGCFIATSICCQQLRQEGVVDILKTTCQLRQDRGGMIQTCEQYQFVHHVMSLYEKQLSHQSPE
#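 Test system: STEP tyrosine phosphatase / Reagent: OMFP at 25 µM / Doses: 20 µM, 1% DMSO / Read-out: percent inhibition scaled to no-enzyme and uninhibited-enzyme controls, plate-pattern corrected / Detection: FITC-channel fluorescence of OMFP product / Medium: Bis-Tris buffer pH 6.0, 2.5 mM DTT, 0.005% Tween 20 / Schedule: 20 min at room temperature, dark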
# SUMO1-SIM PPI = alters human SUMO1 binding to SIM partners | P63165 | SUMO1 binding to a labelled peptide, TR-FRET, 1 h | inhibition, % at 20 µM | 360,000 compounds, 0.33% hits | AID 602429; in the data active means inhibition above about 37%
# Target sequence (P63165 whole entry, looked up): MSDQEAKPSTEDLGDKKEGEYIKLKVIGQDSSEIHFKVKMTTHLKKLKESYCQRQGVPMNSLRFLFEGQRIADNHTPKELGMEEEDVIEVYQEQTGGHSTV
# SKN-1 inh = inhibitors of C. elegans SKN-1; C. elegans VP596 Pgst-4::GFP/RFP ratio, acrylamide-induced, 24 h; inhibition, % at 21.8 µM; 360,000 compounds, 0.49% hits; AID 624304;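 active means interference check ratio from 0.5 to 1.5 plus GFP to RFP signal ratio inhibition reaching or exceeding a fixed threshold, cut at about 30% in these data, passing the limit was not always enough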; further: some compounds called inactive have numbers as strong as hits
# NadD block = NadD (S. aureus) enzyme inhibition | purified NadD enzyme, colorimetric absorbance read-out | inhibition, % at 20 µM | 360,000 compounds, 0.78% hits; in the data active means inhibition above about 26%; further: some compounds past the cut are filed as inactive
# Scp-1 inhibitor = Scp-1 (human) phosphatase inhibition. Recombinant Scp1, phosphopeptide, malachite green phosphate absorbance. inhibition, % at 20 µM. 340,000 compounds, 0.88% hits;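 active means inhibition above about 50% at 20 µM, limit read from the data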;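 further: plate controls were DMSO wells with enzyme for no effect and wells lacking enzyme for full effect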
# Target sequence (Q9GZU7 76-261 limits assumed): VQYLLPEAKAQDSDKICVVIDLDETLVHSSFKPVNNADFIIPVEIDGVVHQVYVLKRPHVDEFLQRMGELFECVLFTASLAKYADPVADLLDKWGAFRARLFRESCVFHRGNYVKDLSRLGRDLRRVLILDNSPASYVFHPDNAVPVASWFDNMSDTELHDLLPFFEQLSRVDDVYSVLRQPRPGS
#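 assay system = SCP-1 phosphatase catalytic domain, residues 76-261 | buffer or medium = 50 mM Tris acetate pH 5.5, 0.005% Tween-20, 10 mM MgCl2 | incubation = enzyme reaction 45 min at room temperature, colour 5 min, stabilisation 30 min | signal = Phosphate-binding colour reagent, absorbance read at 630 nm | measure = % inhibition at 20 µM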
# DNMT1 block = blocks human DNA methyltransferase DNMT1; P26358; DNMT1 molecular beacon, Hinp1I cleavage, fluorescence; inhibition (reported as % activation of signal), % at 10 µM; 360,000 compounds, 0.83% hits; AID 588458; in the data active means inhibition above about 50%
# Active calls of the source: *; i = inactive; . = no result given.
SMILES,Rpn11 block,NRP1-CendR mod,LMPTP block,MT1-MMP act inh,STEP inh,SUMO1-SIM PPI,SKN-1 inh,NadD block,Scp-1 inhibitor,DNMT1 block
COC(=O)CSc1cc(C)nc2ccc(OC)cc12,i,4.8,1.1,-0.3,-0.6,-4.4,6.7,7.4,-7.2,-3.9
CSc1nsc2nc(=O)c(/C=C3\C(C)=Nc4ccccc43)c(N)n12,i,-37.5,2.3,-4.0,-3.7,-9.0,12.3,2.3,-2.9,0.4
C=CCN1C(=O)CS/C1=N/c1nccs1,i,-3.9,-2.3,1.2,2.2,2.2,-13.2,-1.7,0.2,1.9
CSc1ccc(/C=N/n2c(C)cc(C)cc2=O)cc1,i,1.6,-0.7,1.5,-5.5,0.3,16.4,-1.5,-13.1,0.5
CSc1ccc(CN2CCC(C)(Oc3ccc4ccccc4c3)C2)cc1 (configuration not stated),i,-5.2,1.2,1.0,3.8,-6.2,-5.4,7.3,.,-3.8
CCOc1ccc(-n2c(-c3ccc(Br)cc3)c[n+]3c2CCCCC3)cc1,i,-24.3,2.2,-21.4,-0.9,-1.2,-12.7,0.2,0.6,-1.4
COC(=O)Nc1ccc(S(=O)(=O)N(CCO)CC(F)(F)C(F)F)cc1,i,9.3,0.4,0.0,-0.8,2.0,21.7,3.2,1.6,1.5
COc1cccc(/C=N/NC(=O)c2cc3c(OC)c(OC)ccc3[nH]2)c1OC,i,5.2,0.7,2.2,0.2,-5.1,3.2,1.7,-6.0,-1.6
C=C(C)C(=O)N1CC2(CC(c3cccc(NC(=O)c4ccccc4)c3)=NO2)C[C@@H]1C(N)=O (some centres not stated),i,6.8,-0.6,3.2,0.6,-0.1,9.0,1.2,8.4,1.1
CCN(Cc1ccc2c(c1)OCO2)C(=O)/C=C/c1cccc(Br)c1,i,2.7,3.0,4.1,2.1,8.3,-2.6,-5.9,-7.7,-3.5
CC(=O)c1nn(-c2cccc(Br)c2)cc1C(=O)c1ccccc1,i,-9.7,-0.5,2.0,-0.9,-6.6,-9.7,-5.0,-7.0,8.3
CC(=C/c1ccccc1)/C=N/N1CCN(Cc2ccc(C)cc2)CC1,i,1.4,-2.4,-1.7,1.5,-1.9,3.4,3.7,23.0,2.7
COc1ccccc1N1CCN(S(=O)(=O)c2cc(C(F)(F)F)cc(C(F)(F)F)c2)CC1,i,11.6,-25.4,0.7,-0.1,0.7,-1.9,-3.9,3.5,6.8
CC(C)(SC(=S)N1CCOCC1)C(=O)O,i,6.8,-0.5,1.1,-4.7,-0.2,8.3,-3.2,16.5,0.7
COC(=O)C1=C(C)N(C)C(=O)/C1=C\c1cccs1,i,-12.5,-0.7,-0.6,2.5,-4.3,16.2,-2.3,-8.0,0.4
C[C@H](NC(=O)c1nc[nH]c1C(=O)NCC(=O)OC(C)(C)C)C(=O)OCc1ccccc1,i,13.0,-0.2,-1.0,0.4,-2.3,-10.1,0.9,-3.0,5.3
CCOc1ccc(Oc2c(C)oc3cc(O)ccc3c2=O)cc1,i,-13.0,0.9,0.4,-1.2,3.3,13.5,-2.3,4.2,-3.9
Cc1cc(O)c(NC(=O)c2ccc(Br)o2)cc1C,i,-2.6,-0.5,6.1,-1.1,1.9,10.1,7.2,5.0,-0.6
CN1CCN(CCP(=O)(c2ccccc2)c2ccccc2)CC1,i,2.1,-0.9,3.9,-2.7,-0.1,1.0,-2.9,-9.2,3.9
COc1cccc(N=C2SC(C(=O)Nc3ccc(F)cc3)CC(=O)N2C)c1 (configuration not stated),i,12.5,-2.2,-0.1,-2.9,-2.2,-2.9,-2.4,3.5,1.0
O=C(COC(=O)CSc1cc(Cl)ccc1Cl)NCc1ccc2c(c1)OCO2,i,-11.4,1.8,0.1,-0.1,7.0,12.4,-8.4,-14.4,-0.8
CC(=O)c1cc(-c2ccccc2)n(CC(=O)NC2CCCC2)c1C,i,-0.4,-1.1,-0.3,-2.0,4.8,-17.8,-7.8,-6.5,0.2
Cc1oc(-c2cccc(Cl)c2)nc1CS(=O)(=O)CC(=O)NC1CC1,i,9.1,-1.0,17.3,0.3,1.7,1.0,7.5,2.9,2.9
O=C(NNc1ccc([N+](=O)[O-])cc1)C1CC2CCCC(C1)C2=O (configuration not stated),i,-3.4,-0.2,1.9,-0.9,-15.0,7.6,-4.2,-4.4,-0.5

# Structures above containing an NH in an aromatic ring (two):
SMILES,Rpn11 block,NRP1-CendR mod,LMPTP block,MT1-MMP act inh,STEP inh,SUMO1-SIM PPI,SKN-1 inh,NadD block,Scp-1 inhibitor,DNMT1 block
COc1cccc(/C=N/NC(=O)c2cc3c(OC)c(OC)ccc3[nH]2)c1OC,i,5.2,0.7,2.2,0.2,-5.1,3.2,1.7,-6.0,-1.6
C[C@H](NC(=O)c1nc[nH]c1C(=O)NCC(=O)OC(C)(C)C)C(=O)OCc1ccccc1,i,13.0,-0.2,-1.0,0.4,-2.3,-10.1,0.9,-3.0,5.3

# New compounds follow:
SMILES,Rpn11 block,NRP1-CendR mod,LMPTP block,MT1-MMP act inh,STEP inh,SUMO1-SIM PPI,SKN-1 inh,NadD block,Scp-1 inhibitor,DNMT1 block
CCN(C(=O)CN1CCN(C)CC1)c1c(N)n(Cc2ccccc2)c(=O)[nH]c1=O,i,3.0,-1.5,-1.2,0.6,-0.4,9.4,1.6,-5.2,5.3
COCCOC(=O)c1c(C)oc2ccc(OC(=O)c3cccs3)cc12,i,-8.5,2.3,0.9,0.9,1.8,-7.0,-10.8,-10.7,-3.8
Nc1nnc(SCC(=O)Nc2nccs2)s1,i,-7.5,-1.3,0.5,-0.4,8.5,-3.1,-1.6,-0.6,-2.6
COc1cccc(CN2CCN(C(=O)c3ccco3)CC2)c1,i,0.8,-2.0,2.0,0.1,3.5,3.2,-1.3,-2.2,-1.5
COc1ccc(C2CC(c3ccccc3OC(C)=O)=NN2C(C)=O)cc1 (configuration not stated),i,6.1,-1.2,-1.8,2.7,-1.6,7.1,-3.7,-10.9,-0.7
CC(C)c1ccc(NC(=O)CN2C(=O)NC(C)(C3CC3)C2=O)cc1 (configuration not stated),i,11.6,0.5,6.9,-2.5,2.9,-7.8,-5.5,-6.8,0.8
CSc1nnc(CCNC(=O)OC(C)(C)C)o1,i,6.5,-1.3,-1.7,0.6,9.3,14.5,-11.0,-4.3,8.2
COc1cccc(-n2nc(C(C)=O)c(=O)[nH]c2=O)c1,i,11.0,0.0,4.4,5.0,-5.2,13.9,-1.6,-0.5,1.3
O=C1/C(=C\c2ccc(Br)o2)Cc2ccccc21,i,-26.1,0.9,0.0,2.8,-19.7,5.0,-5.7,-4.4,9.4
COc1ccc(CCNC(=O)C2CCCN(S(=O)(=O)N3CCCCCC3)C2)cc1OC (configuration not stated),i,-4.2,0.7,1.7,-3.5,2.3,10.7,-1.8,-3.8,3.6
Cc1[nH]c2ccccc2c1CCNC(=O)c1ccc2nccnc2c1,i,1.6,-1.3,1.6,0.7,-19.0,-20.8,-5.0,-6.0,3.8
Cc1nnc2sc(-c3cccc(NC(=O)c4cccnc4)c3)nn12,i,-9.0,0.3,4.2,-2.2,6.7,-0.8,-4.1,-4.4,5.1

# Full records, quoted from the list:
# `COC(=O)Nc1ccc(S(=O)(=O)N(CCO)CC(F)(F)C(F)F)cc1` across the screens: Rpn11 block: i; NRP1-CendR mod: 9.3; LMPTP block: 0.4; MT1-MMP act inh: 0.0; STEP inh: -0.8; SUMO1-SIM PPI: 2.0; SKN-1 inh: 21.7; NadD block: 3.2; Scp-1 inhibitor: 1.6; DNMT1 block: 1.5
# `C[C@H](NC(=O)c1nc[nH]c1C(=O)NCC(=O)OC(C)(C)C)C(=O)OCc1ccccc1` across the screens: Rpn11 block: i; NRP1-CendR mod: 13.0; LMPTP block: -0.2; MT1-MMP act inh: -1.0; STEP inh: 0.4; SUMO1-SIM PPI: -2.3; SKN-1 inh: -10.1; NadD block: 0.9; Scp-1 inhibitor: -3.0; DNMT1 block: 5.3

# (listing goes on)
SMILES,Rpn11 block,NRP1-CendR mod,LMPTP block,MT1-MMP act inh,STEP inh,SUMO1-SIM PPI,SKN-1 inh,NadD block,Scp-1 inhibitor,DNMT1 block
CC1=NOC(=O)/C1=C/c1ccc(O)c(Cl)c1,i,0.2,-2.5,-5.6,-1.3,-3.0,-2.7,0.4,-5.7,16.7
Cc1c(C(=O)N2CCN(Cc3ccc4c(c3)OCO4)CC2)sc2ncnc(N3CCN(c4ccccc4)CC3)c12,i,8.6,3.2,5.7,1.8,-80.0,0.4,4.1,-4.3,-5.8
CCOc1ccc2nc(SCC(=O)NCc3ccc(OC)c(OC)c3)[nH]c2c1,i,-11.3,-0.8,-0.2,1.1,4.2,0.9,4.5,-6.6,-2.7
Cc1ccc(C)c(NS(=O)(=O)c2ccc3c(c2)NC(=O)CO3)c1,i,-0.1,0.6,-1.4,2.3,0.4,6.9,-6.1,-1.7,-1.6
COc1cc(NS(=O)(=O)c2ccc(NC(=O)c3ccc(C)o3)cc2)nc(OC)n1,i,5.8,-0.9,0.0,-2.4,4.8,1.8,-12.0,-6.1,-0.4
Cc1n[nH]c(=O)nc1NCCc1ccccc1,i,-9.8,-2.7,-2.1,0.3,0.1,32.2,2.5,-9.0,1.0
CCC(C)C(NC(N)=O)C(=O)Nc1ccc(OCc2ccccc2)cc1 (configuration not stated),i,-20.8,1.3,2.6,1.6,-1.4,-2.3,-9.6,-8.4,13.8
CCOc1ccccc1NC(=O)NC1(C(=O)NCC2CCCO2)CCCCC1 (configuration not stated),i,5.1,0.8,1.3,0.6,7.9,11.1,-7.0,-7.2,-1.1
O=[N+]([O-])c1ccc(/C=[N+](\[O-])CCO)o1,i,5.2,-2.1,-3.6,-1.4,-27.7,14.4,-8.0,-12.5,-3.8
CCCCC(=O)Nc1ccc(C(=O)N2CCCC(C(=O)OCC)C2)cc1 (configuration not stated),i,4.3,-1.2,3.8,-3.4,3.4,5.8,-2.8,0.2,-2.9
Cc1cc(NS(=O)(=O)c2ccc(NC(=O)COc3ccccc3C(C)(C)C)cc2)no1,i,-3.6,1.9,1.9,-1.5,9.2,-1.4,12.8,-11.8,-3.6
C=CCN(C(=O)Nc1ccc(Cl)cc1)C1CC(=O)N(c2ccc(OC)cc2)C1=O (configuration not stated),i,-1.1,-2.1,9.0,14.2,4.9,7.8,-4.3,-1.8,4.3
